Screening data: PubChem BioAssay, several laboratories
Jurkat viability – cytotoxicity toward Jurkat cells; actives 1.2% (n = 56,000); inhibition, % at 4 µM; Jurkat E6.1 viability, ATP luminescence, 48 h; AID 463;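 active = inhibition above the mean inhibition of all tested compounds plus 3 SD, cut at about 28% in these data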
HTR1E agonist – agonists of human 5-HT1E serotonin receptor; CHO 5-HT1E Ga15 NFAT-bla reporter, FRET; 0% DMSO wells, 100% control agonist wells; P28566; activation, % at 6 µM; AID 574; actives 0.69% (n = 65,000);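 active = activation above a set limit, the screen-wide mean activation plus 3 SD, cut at about 8.5% in these data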;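 note: 100% = positive control agonist at 1 µM giving full maximal response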
M1 antag – blocks the rat M1 muscarinic receptor response to acetylcholine; B-score at 10 µM; P08482; CHO-M1 cells, Fluo-4 calcium, ACh EC80 antagonist mode; active compounds read low; actives 3.4% (n = 64,000);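 active = calcium fluorescence response, raw or row-and-column corrected B-score, differing from the plate sample mean either way at a set confidence level, mostly lower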
Target sequence (P08482 whole entry, looked up): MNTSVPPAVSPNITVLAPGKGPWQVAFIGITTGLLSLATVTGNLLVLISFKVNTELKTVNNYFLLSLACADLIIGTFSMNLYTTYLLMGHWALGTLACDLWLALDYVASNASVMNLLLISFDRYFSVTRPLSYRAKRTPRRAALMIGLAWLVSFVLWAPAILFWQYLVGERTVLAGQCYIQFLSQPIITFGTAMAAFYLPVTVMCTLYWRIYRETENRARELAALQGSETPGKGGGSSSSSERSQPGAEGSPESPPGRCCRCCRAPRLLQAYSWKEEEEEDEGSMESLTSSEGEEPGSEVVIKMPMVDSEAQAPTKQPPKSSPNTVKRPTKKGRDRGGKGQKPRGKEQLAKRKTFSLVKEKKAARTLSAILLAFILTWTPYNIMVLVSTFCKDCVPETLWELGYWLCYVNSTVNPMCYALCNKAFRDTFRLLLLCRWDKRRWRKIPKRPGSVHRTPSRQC
HEK293 NFkB inh – inhibitors of the PMA/ionomycin-induced NF-kB reporter in HEK293 cells | HEK-293 NF-kB luciferase reporter, luminescence | inhibition, % at 3 µM | actives 0.21% (n = 62,000) | AID 465;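 active = inhibition above the mean of all tested compounds plus 3 SD, cut at about 40% in these data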;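 note: 0% = stimulated DMSO wells and 100% = 10 µM reference inhibitor 5653914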
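Timing: 1 h pretreatment, 16 h stimulation, 37 °C; system: HEK-293 cells with stable firefly luciferase reporter driven by four HIV NF-kB elements; doses: 3 µM once, 0.30% DMSO; measured by: luciferase luminescence; control set: DMSO and 10 µM reference inhibitor; repeats: single test; reagent: PMA plus ionomycin mix as NF-kB-activating stimulus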
HTR1E antagonist – 5-HT1E (human) receptor antagonism | P28566 | CHO 5-HT1E Ga15 NFAT-bla reporter, FRET, antagonist | inhibition, % at 6 µM | actives 0.99% (n = 65,000) | AID 571;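 active = inhibition above a set limit, the mean inhibition across every tested compound plus 3 SD, cut at about 29% in these data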;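 note: signal is the 460 over 535 nm emission ratio of beta-lactamase substrate; 0% = agonist plus DMSO wells and 100% = wells without agonist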
M1 agonist – agonists of M1 muscarinic receptor | actives 3% (n = 64,000) | B-score at 10 µM | CHO-M1 cells, Fluo-4 calcium fluorescence, agonist mode; active compounds read high;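 active = fluorescence rise, raw or as B-score row- and column-corrected plate score, outside the 99.7% band of its plate's samples, either direction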
S1P3 agonist – activates the human S1P3 receptor | Q99500 | actives 0.1% (n = 60,000) | activation, % at 4.5 µM | S1P3 NFAT-BLA reporter cells, agonism, FRET ratio; relative to 1 µM S1P, basal subtracted;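 active = activation above the screen-wide mean plus 3 SD, cut at about 4.5% in these data, passing the limit was not always enough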; note: some compounds called inactive have numbers as strong as hits
Target sequence (Q99500 whole entry, looked up): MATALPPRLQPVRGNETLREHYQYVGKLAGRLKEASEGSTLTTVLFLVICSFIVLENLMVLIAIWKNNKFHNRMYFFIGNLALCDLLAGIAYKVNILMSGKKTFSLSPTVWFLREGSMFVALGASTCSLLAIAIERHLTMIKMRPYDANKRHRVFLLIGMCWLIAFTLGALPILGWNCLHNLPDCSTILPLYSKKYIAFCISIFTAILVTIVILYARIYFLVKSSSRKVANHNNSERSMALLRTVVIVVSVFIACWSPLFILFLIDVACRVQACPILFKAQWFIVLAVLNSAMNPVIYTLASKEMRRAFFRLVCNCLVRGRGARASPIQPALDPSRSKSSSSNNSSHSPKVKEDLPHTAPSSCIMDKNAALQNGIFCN
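Assay system: stable CHO line with human S1P3, Gα16, NFAT-BLA reporter; Detection: FRET β-lactamase substrate fluorescence, excitation 405 nm, 460/535 nm emission ratio, background-subtracted; Read-out: percent activation versus median 1 µM S1P response, basal-subtracted, per plate; Incubation: cells plated overnight, compound 4 h 37 °C, substrate 2 h RT.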
HER2 expr 66K – Her2 kinase expression inhibition | SKBR-3 HER2 protein level, AlphaScreen, 18-24 h; active compounds read low | HER2 level % of control, % at 10 µM | actives 0.69% (n = 65,000);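 active = HER2 level under 5% of the carrier-only control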;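 note: 100% = DMSO carrier and 0% = 500 nM PU-H71 HSP90 inhibitor; lower value means stronger loss of Her2 protein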
S1P1 ag-PAM – activates or potentiates agonism at human S1P1 receptor; P21453; S1P1 CRE-bla cells, forskolin, beta-lactamase FRET, potentiator mode; S1P1 agonist co-added at EC20, 2 nM; 100% = saturating reference agonist, 0% = basal; activation, % at 9.5 µM; actives 0.57% (n = 56,000); AID 449;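 active = activation above a cutoff set at the mean activation of all tested compounds plus 3 SD, cut at about 54% in these data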;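 note: forskolin at 4 µM as EC80 and the EC20 agonist is SEW2871; 100% = SEW2871 at its EC100 plus forskolin at EC80; some compounds past the cut are filed as inactive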
* hit, by the source's call; . = no result given.

SMILES	Jurkat viability	HTR1E agonist	M1 antag	HEK293 NFkB inh	HTR1E antagonist	M1 agonist	S1P3 agonist	HER2 expr 66K	S1P1 ag-PAM
COc1cc2c(cc1OC)C(C)N(C(=O)Cn1ncc3c1-c1ccccc1OC3)CC2 (centres undefined)	4	0.8	0.49	7	-2	-1.4	-0.5	91	-18
COCc1nnc(NC(=O)CSc2ccc(C)cc2)s1	7	-1.1	0.79	-5	-8	1.4	0.6	87	-32
Cc1ccc(S(=O)(=O)N2c3ccccc3NC(=O)C2CC(=O)Nc2ccccc2)cc1 (centres undefined)	6	-0.2	0.8	22	6	0.92	-0.4	84	-2
CCc1nc(SCC(=O)N2CCCc3ccccc32)c2c(=O)n(C)c(=O)n(C)c2n1	-3	0.9	-1.8	0	-2	3.5*	-1.1	80	8
CCN1CCn2c1nc(N1CCCCC1)nc2=O	-4	9.4*	0.55	-13	-9	0.28	-0.7	.	-18
Cn1c(=O)cc(SCC(=O)N2CCN(Cc3ccc4c(c3)OCO4)CC2)c2ccccc21	1	1.4	-2.1*	5	-14	0.46	0.6	108	1
COc1ccc(-n2c(Cc3cc(=O)[nH]c(=O)[nH]3)nnc2SCC(=O)N2CCC(C)CC2)cc1	-5	1.1	-0.072	4	-20	0.74	-0.7	93	-13
COc1ccc(C2CC(=O)N3C(=C2C#N)SCC3(O)c2ccccc2)cc1 (centres undefined)	18	-0.6	-0.74	29	-3	0.85	-0.7	109	8
CC(C)OCCCN1C(=O)c2ccccc2C1C(=O)NC1CCCCC1 (centres undefined)	1	-0.1	-0.68	18	-4	-0.22	0.0	115	6
O=C1OCc2cc(NC(=O)C3CCCO3)ccc21 (centres undefined)	0	0.5	0.095	22	3	-0.48	-1.1	93	6
COC(=O)c1sc(=S)sc1C(=O)OC	-8	-0.1	0.26	-1	3	-0.7	-0.3	83	14
N#Cc1c(C(F)(F)F)cc(-c2ccccc2)nc1SCc1nc(N)nc(N2CCOCC2)n1	-6	0.4	-0.18	21	10	0.17	-0.6	61	-4
O=C(COc1ccc(F)cc1)NCC1CCCO1 (centres undefined)	.	-0.1	0.26	11	-8	-0.014	.	120	.
COc1ccc(C(NC(C)=O)c2ccc3cccnc3c2O)c(OC)c1 (centres undefined)	86*	-0.1	0.16	31	13	0.86	-1.9	42	4
NC(N)=NC(N)=NCCc1ccccc1	.	0.2	0.038	.	4	-0.065	-3.5	88	-13
CN(CCCNC(=O)C1CCCN(S(=O)(=O)c2cnc[nH]2)C1)c1ccccc1 (centres undefined)	3	-0.5	0.42	-6	0	0.47	-1.0	93	-7
CC(=O)Nc1nc2n(n1)C(c1ccc(F)cc1)C=C(c1ccccc1)N2 (centres undefined)	0	-0.6	-0.31	6	25	7.6*	-0.3	120	30
Cc1ccc(C)c(NC(=O)CSc2nnc([C@@H]3CCCN3C(=O)OC(C)(C)C)o2)c1	4	1.0	-0.42	18	-14	0.85	-0.2	77	0
COc1cc2c(cc1OC)-c1nnc(-c3cccs3)n1C(C)(C)C2	-5	1.0	0.011	26	-12	-0.63	-0.7	89	-17
CCCCCC(=O)N(O)C1CC(=O)N(c2ccccc2)C1=O (centres undefined)	-1	0.5	-0.024	7	12	0.48	0.3	112	7

One compound at a time, as listed above.
`O=C(COc1ccc(F)cc1)NCC1CCCO1` (centres undefined) is entered as Jurkat viability: .; HTR1E agonist: -0.1; M1 antag: 0.26; HEK293 NFkB inh: 11; HTR1E antagonist: -8; M1 agonist: -0.014; S1P3 agonist: .; HER2 expr 66K: 120; S1P1 ag-PAM: .
`COc1ccc(C(NC(C)=O)c2ccc3cccnc3c2O)c(OC)c1` (centres undefined) is entered as Jurkat viability: 86*; HTR1E agonist: -0.1; M1 antag: 0.16; HEK293 NFkB inh: 31; HTR1E antagonist: 13; M1 agonist: 0.86; S1P3 agonist: -1.9; HER2 expr 66K: 42; S1P1 ag-PAM: 4

Next section.
SMILES	Jurkat viability	HTR1E agonist	M1 antag	HEK293 NFkB inh	HTR1E antagonist	M1 agonist	S1P3 agonist	HER2 expr 66K	S1P1 ag-PAM
NC(=O)C1CCN(Cc2nc(-c3ccccc3)no2)CC1	-7	-0.3	0.38	14	-4	-0.016	-0.6	96	23
Cc1cc(NC(=O)c2cccc(S(=O)(=O)N3CCCCCC3)c2)n(-c2ccccn2)n1	8	-0.8	-0.2	13	-5	-0.75	0.5	93	8
CCCOc1ccc(/C(O)=C2/C(=O)C(=O)N(CCN(C)C)C2c2ccc(OC)c(OC)c2)cc1 (centres undefined)	.	-0.3	0.026	.	11	-1.7	-4.8	148	-6
O=C(CCc1ccc(S(=O)(=O)N2CCOCC2)cc1)Nc1cc(Cl)ccc1N1CCOCC1	2	1.3	-0.25	29	2	-0.9	0.2	99	6
COc1ccc(CNC(=O)CN2CCC(C(=O)c3ccc(OC)cc3)CC2)cc1	9	-0.1	-0.24	6	3	0.53	-1.0	88	17
O=C(CCCSc1nc2sc3c(c2c(=O)[nH]1)CCC3)NCCCO	5	0.0	-0.47	5	-3	-0.6	-0.4	92	.
Cc1ccccc1-c1nc(CS(=O)(=O)CC(=O)N(C)C2CCCCC2)c(C)o1	16	0.8	-0.042	13	10	-0.99	-1.1	72	17
CCn1cc(CNC(=O)CCc2ccc(OC)cc2)cn1	2	-0.3	0.14	14	-6	1.3	0.7	92	-9
O=C(Nc1cccnc1)C1(c2ccccc2)CCCC1	-1	0.8	-0.29	7	-3	-0.19	-0.7	81	.
CCN1CCC(NC(=O)c2cc(OC)c(OC)cc2OC)CC1	-8	-0.5	-0.39	10	8	0.23	-0.2	101	-6
CC(C)CC(NC(=O)C1CCC(C)CC1)C(=O)N1CCN(c2ccccn2)CC1 (centres undefined)	7	-0.3	0.47	17	8	-0.32	-1.2	.	24
Oc1ccc2ccccc2c1CN1CCN(c2ccccc2F)CC1	-7	14*	0.21	15	-11	0.044	-0.3	80	7
Clc1ccc(-c2nnc(N3CCCC3)nn2)cc1	.	-0.1	-0.4	-24	-3	-0.027	.	57	.
CC(C)Cc1nc(N2CCOCC2)c(C#N)c2c1COC(C)(C)C2	.	0.5	0.047	.	3	-2.6	-0.5	115	-12
COC(=O)CCCCC1SCC(NC(=O)OC)C1NC(=O)OC (centres undefined)	1	-0.2	0.0056	14	-10	0.71	-0.5	104	-18
Cc1ccc(S(=O)(=O)c2cc3c(=O)n4cccc(C)c4nc3n(CC3CCCO3)c2=N)cc1 (centres undefined)	.	-0.2	-0.72	.	-5	0.48	-2.6	92	2
O=C(c1ccc(Br)s1)N1CCN(c2ncccn2)CC1	-1	-0.9	1.4	5	0	0.42	-0.8	137	10
CCCC(=O)Nc1nc2ccc(S(=O)(=O)N3CCCCC3)cc2s1	79*	1.6	1.4	27	24	-0.048	-1.1	59	-2
CC(C)CC(=O)Nc1ccccc1N1CCCC1	.	-0.4	-1.4	.	-24	-0.54	-1.3	69	11
CCN(CC)CCN1C(=O)C(O)=C(C(=O)c2ccc(C)o2)C1c1ccccn1 (centres undefined)	-7	0.3	-0.14	8	-1	-0.89	-0.5	133	.
O=C(NCc1ccco1)Oc1ccccc1	-4	-0.3	0	14	3	0.18	-0.5	139	5
CCN1CCN(c2ccc(NC(=O)c3cccnc3)cc2Cl)CC1	-4	-1.1	-3.6*	14	1	-0.86	0.6	104	-4
CC(C)[C@H](NC(=O)NCc1ccco1)C(=O)O	9	-1.8	-0.087	2	2	-1.7	-1.3	103	-7
Cc1cc2c(cc1C)C(=O)NC(C)(C)C2	-2	-1.8	-0.32	11	12	1.4	-4.1	91	16
S=C1SCN(CCN2CCOCC2)CN1Cc1ccccc1	.	-0.3	-1.2	17	-4	-0.31	.	3.9*	.
COC(=O)CSc1nnc2n1C(C)(C)Cc1ccccc1-2	-2	-0.5	0.12	0	-5	-0.81	-0.2	90	-16
COCCCN1C(=O)C(O)=C(C(=O)c2ccc(C)o2)C1c1cccc(Br)c1 (centres undefined)	-6	-1.1	-0.14	7	-1	-0.025	-0.9	96	7
CCOC(=O)C1CCCN(Cc2ccccc2F)C1 (centres undefined)	-7	-0.6	0.047	4	-5	-0.13	-0.5	71	7
CC(=O)c1ccccc1NS(=O)(=O)c1c(C)nn(-c2ccccc2)c1C	7	-0.4	-3.4*	14	3	-0.87	-0.9	66	5
Cc1cccc(-c2nc(CSCC(=O)NCCCN3CCOCC3)c(C)o2)c1	0	-0.5	-0.96	23	-1	-0.38	-0.5	104	8
O=C(NCc1cccs1)N[C@@H](Cc1ccccc1)C(=O)O	0	0.6	0.48	12	4	-0.54	0.0	89	4
O=C(c1ccco1)N1CCN(Cc2nnnn2CCc2ccccc2)CC1	-2	0.6	-0.97	-1	-2	-0.36	0.0	113	21
Nc1nc2c(c3c1c(=O)oc1ccccc13)CCCCC2	6	-1.0	-0.59	13	3	-0.088	-1.0	92	-29
COc1cccc(C2CC(c3ccc(Cl)cc3Cl)n3nc(N)nc3N2)c1 (centres undefined)	-6	1.4	-1.5	7	6	-0.59	1.9	88	-32
COc1cccc(OC)c1C(=O)N1CCN(S(=O)(=O)c2ccccc2)CC1	-1	-0.3	-0.0061	5	-2	0.98	-1.0	107	9
O=C1Nc2cccnc2Sc2ccccc21	10	-1.1	0.45	11	4	0.4	-0.6	96	0
Cc1csc(NC(=O)CSc2nc3sc(C)c(C)c3c(=O)[nH]2)n1	-7	-1.2	0.86	8	-4	-0.93	-0.3	102	-27
O=C(O)CCc1nc(-c2ccccc2Cl)no1	5	0.1	0.55	10	1	0.023	-1.0	71	-7
CCOc1ccccc1Nc1nc(N)nc(CN(C)C2CCCCC2)n1	-5	-0.7	-0.92	7	-2	-0.45	-0.3	93	.
O=C(NC1CCCCCC1)C1c2ccccc2C(=O)N1Cc1cccnc1 (centres undefined)	-6	-1.5	0.066	1	-3	-0.26	-0.5	98	-5
O=C(CCN1C(=O)c2ccccc2C1=O)Nc1ccc(F)cc1F	9	-0.5	-0.96	-3	7	0.73	-0.2	86	.
COc1ccccc1N1CCN(C(=O)c2ccc(S(=O)(=O)N3CCCCC3)cc2)CC1	5	-1.2	-1.5	9	0	1.9	-1.0	135	26
CCOc1ccc(OCCSc2nnnn2C2CCCCC2)cc1	-5	-0.3	-0.13	1	1	-0.81	0.6	96	-8
c1ccc(COc2cccc(CNn3cnnc3)c2)cc1	1	-1.0	-0.037	-6	8	-0.017	-1.0	109	6
CCOc1cc(-c2cc(N)n[nH]2)cc(OCC)c1OCC	-3	0.1	-0.23	6	0	0.23	-0.3	100	-6
COc1cccc(C(=O)NCc2n[nH]c(=S)n2-c2cccc(C)c2)c1	-4	0.1	-0.076	-4	0	-0.36	0.4	92	-7
C/C=C/c1ccc(OCCN2C(=O)NC(C)(C)C2=O)c(OC)c1	-2	-0.7	.	5	-6	.	-1.0	99	.
NC(=O)c1cc(-c2ccccc2)nc(Oc2ccccc2)n1	.	0.9	-0.5	.	24	-0.46	-2.3	91	-19
CN(C)S(=O)(=O)c1cccc(-c2cn3ccccc3n2)c1	-2	-0.2	-1.6	0	8	-0.095	-0.8	82	-3
